# Compound activity (PubChem BioAssay)
# SMARCA2 act – activators of SMARCA2 function. activation, % at 9.1 µM. MG213 cells, MMTV-luciferase reporter, dexamethasone, overnight. AID 652017. 1% of 370,000 active; in the data active means activation above about 7.8%;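 further: 0% = vehicle wells and 100% = reference activator wells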
# rCAG binder – binds r(CAG) RNA repeats. AID 651821. 1.3% of 370,000 active. inhibition, % at 3 µM. r(CAG) RNA repeat, TO-PRO-1 dye displacement fluorescence;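 active means inhibition above the plate cutoff, the mean of all test compounds on that plate plus 3 SD, cut at about 35% in these data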;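 further: 0% = DMSO alone and 100% = 100 µM mitoxantrone as full dye displacement; higher means more dye released from RNA so lower well fluorescence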
# PG9 Ab binder – binds the HIV-1 gp120 antibody PG9; inhibition, % at 6.7 µM; 0.43% of 360,000 active; TR-FRET gp120-PG9 antibody binding; in the data active means inhibition above about 8.5%
# ASAP1 inh – blocks human ASAP1-stimulated Arf1 GTP hydrolysis; Q9ULH1; GDP FP detection; inhibition, % at 16.5 µM; 0.19% of 360,000 active; in the data active means inhibition above about 25%;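 further: 0% = vehicle with enzyme and substrate and 100% = no enzyme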
# Rev-erbA mod – modulators of human Rev-erb alpha DNA binding; Rev-erbα–FITC-DNA binding, fluorescence polarization, 90 min; P20393; 0.79% of 370,000 active; activity, % at 10 µM;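 active means activity above about 14%, limit read from the data; passing the limit was not always enough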;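 further: 0% = DMSO wells with 35 nM protein and 100% = DMSO wells with 750 nM protein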
# Target sequence (P20393 whole entry, looked up): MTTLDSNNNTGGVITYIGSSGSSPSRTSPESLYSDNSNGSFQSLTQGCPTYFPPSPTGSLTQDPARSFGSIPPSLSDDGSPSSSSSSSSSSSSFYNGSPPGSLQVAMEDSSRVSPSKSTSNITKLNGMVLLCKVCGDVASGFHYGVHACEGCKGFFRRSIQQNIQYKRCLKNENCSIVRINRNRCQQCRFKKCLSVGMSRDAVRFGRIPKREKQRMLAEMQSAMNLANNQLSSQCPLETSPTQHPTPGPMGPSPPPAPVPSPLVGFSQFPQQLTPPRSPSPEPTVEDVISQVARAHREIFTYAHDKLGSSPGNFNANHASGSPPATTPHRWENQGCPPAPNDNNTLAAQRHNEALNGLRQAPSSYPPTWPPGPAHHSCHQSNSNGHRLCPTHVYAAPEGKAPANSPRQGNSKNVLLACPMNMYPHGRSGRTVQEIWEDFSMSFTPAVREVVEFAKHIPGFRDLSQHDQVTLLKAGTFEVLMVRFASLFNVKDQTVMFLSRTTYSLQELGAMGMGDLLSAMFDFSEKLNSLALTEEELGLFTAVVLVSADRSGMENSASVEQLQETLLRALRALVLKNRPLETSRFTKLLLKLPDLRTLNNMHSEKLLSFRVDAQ
# ABHD4 inh – inhibits mouse alpha/beta hydrolase domain 4 | Q8VD66 | purified mABHD4, FP-Rh probe fluorescence polarization | inhibition, % at 8.92 µM | 0.54% of 370,000 active | AID 720543;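 active means inhibition exceeding the mean over every tested compound plus 3 SD, cut at about 30% in these data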;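 further: 0% = plate median of compound wells and 100% = S159A mutant with DMSO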
#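 Test system: mABHD4 protein; Read-out basis: % inhibition; Incubation: 45 min + 60 min at 25 °C; Repeats: single replicate; Technique: fluorescence polarization with parallel and perpendicular emission, 525/598 nm; Compound: 8.92 µM, single dose; Benchmarks: full inhibition S159A mutant plus DMSO, zero as sample-well median.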
# ARFGAP1 inhibitor – inhibits rat ARF GTPase activating protein 1 | Arfgap1-stimulated ARF1 GTP hydrolysis, GDP FP detection | Q62848 | inhibition, % at 16.5 µM | 0.26% of 360,000 active;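 active means inhibition above a per-plate limit, mean inhibition of low control wells plus 3 SD, cut at about 25% in these data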;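 further: 0% = DMSO wells with enzyme and 100% = wells lacking Arfgap1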
#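 Repeats: one replicate per compound; assay system: rat Arfgap1 catalytic domain, aa 1-136; times: enzyme reaction 120 min at 25 °C after 20 min preincubation; detection: FP of antibody-bound GDP Alexa 633 tracer, ex 620/em 688 nm; benchmarks: high control wells lacking Arfgap1, low control full reaction with DMSO; reagent: human ARF1(Δ1-17)-GTP substrate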
# HTRA1 inh – inhibitors of human serine peptidase HTRA1; Q92743; recombinant HTRA1, FP-rhodamine activity-based probe, fluorescence polarization; inhibition, % at 5.96 µM; 0.5% of 340,000 active; in the data active means inhibition above about 36%;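 further: 0% = enzyme with DMSO and 100% = wells lacking enzyme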
# Target sequence (Q92743 whole entry, looked up): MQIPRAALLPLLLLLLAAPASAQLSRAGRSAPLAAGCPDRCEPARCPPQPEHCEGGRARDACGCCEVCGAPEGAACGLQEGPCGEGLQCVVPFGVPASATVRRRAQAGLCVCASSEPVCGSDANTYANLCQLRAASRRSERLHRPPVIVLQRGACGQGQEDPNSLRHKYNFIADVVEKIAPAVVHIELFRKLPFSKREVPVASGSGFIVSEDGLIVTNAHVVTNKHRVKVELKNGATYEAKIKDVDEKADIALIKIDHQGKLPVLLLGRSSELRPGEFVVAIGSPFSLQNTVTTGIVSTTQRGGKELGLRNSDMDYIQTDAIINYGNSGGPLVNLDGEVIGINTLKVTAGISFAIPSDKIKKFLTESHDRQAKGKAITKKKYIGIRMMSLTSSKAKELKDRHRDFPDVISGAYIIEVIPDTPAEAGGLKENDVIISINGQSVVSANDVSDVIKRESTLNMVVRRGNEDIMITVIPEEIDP
# GC-A act – GC-A (human) enzyme activation | activation, % at 10 µM | HEK293 GC-A cells, cGMP TR-FRET, EC30 ANP; 0% at EC30 ANP, 100% saturating ANP | 0.14% of 370,000 active | P16066; in the data active means activation above about 40%
# NPR2 activator – GC-B (human) receptor activation | 0.11% of 370,000 active | activation, % at 10 µM | HEK293-GC-B cells, CNP EC30, cGMP TR-FRET; 0% at EC30 CNP, 100% saturating CNP | P20594;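 active means activation at 10 µM reaching about 35% in either raw or pattern-adjusted values, limit read from the data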
# * marks the source's active call; other numbers are inactive results; . = not tested or not shown.
SMILES,SMARCA2 act,rCAG binder,PG9 Ab binder,ASAP1 inh,Rev-erbA mod,ABHD4 inh,ARFGAP1 inhibitor,HTRA1 inh,GC-A act,NPR2 activator
CCCCN(CCCC)S(=O)(=O)c1c(C)[nH]c(=O)[nH]c1=O,-1,0,-1.2,10,-3,2,3,8,-3,1
COc1ccc(C(=O)CSc2nc(-c3ccccn3)nc(C)c2Cl)cc1,-4,-2,-0.4,4,-8,-6,2,-2,-5,-2
CC(C)CCNC(=O)c1cc(S(=O)(=O)N2CCCCC2)ccc1N1CCOCC1,-2,0,-1.2,-9,1,3,7,-1,-4,0
Cc1cccc(C(=O)NCCc2nnc(SCC(=O)Nc3nc(C)cs3)n2C)c1,0,-3,-2.8,-2,-4,2,13,-4,3,3
CCc1ccc(C(=O)NNc2ccccc2F)cc1,-2,0,-3.6,4,3,-2,6,4,0,5
COc1ccc(CCN2C(=O)CCC2(C)C(=O)NC2CCCC2)cc1OC (stereo unspecified),1,-5,-0.3,-5,0,5,-14,0,1,-2
O=C(CN1CCN(S(=O)(=O)c2ccc(Cl)cc2)CC1)NC(=O)NC1CCCCC1,-1,-5,-2.5,-3,0,-3,-6,-17,4,-6
COC(=O)c1ccc(NC(=S)NC2CC3CCC2C3)cc1 (stereo unspecified),2,5,-0.9,-1,4,-5,-3,-15,8,4
NS(=O)(=O)c1cc([N+](=O)[O-])ccc1NCc1cccnc1,2,3,-1.1,11,0,2,9,1,5,-4
COc1ccccc1N1C(=O)C(=O)N(C)C1=O,-2,1,0.3,-11,0,-2,3,-3,-1,0
COc1ccc(CCNC(=O)C2CC(c3cccc(F)c3)=NO2)cc1 (stereo unspecified),1,-4,-1.6,-5,3,3,5,-8,2,1
Cc1ccc(-c2nnn(CC(=O)N3CCCCC3)n2)o1,0,-1,1.3,-1,3,3,2,2,5,1
O=C(NCCN1CCOCC1)c1cc(-c2ccc(F)cc2)nc2ccccc12,-1,-1,1.7,-2,7,1,2,-1,-4,0
Cc1cc(C(=O)OCC(=O)Nc2cc(S(=O)(=O)N(C)C)ccc2C)c2ccccc2n1,-4,6,0.2,-2,-3,-6,2,0,4,0
Cc1cc2nc(C(C)(C)C)c(Cc3ccccc3C(F)(F)F)n2c(C)c1Br,4,3,-1.6,19,0,6,11,.,-2,1
O=C(O)c1ccc2c(c1)C(=O)N(c1ccc(OCc3ccccc3)cc1)C2=O,-2,10,-0.9,4,-4,18,3,-1,-1,-4
O=C(COc1ccc(Cl)cc1Br)N1CCN(S(=O)(=O)c2ccccc2)CC1,1,-4,-1.7,3,1,-4,-5,-14,-7,-6
Cc1ccc(-c2nn(-c3ccccc3)cc2/C=N/n2c(-c3ccncc3)n[nH]c2=S)cc1,4,4,-0.5,-10,-13,6,2,.,1,4
CCS(=O)(=O)NCC(c1cccnc1)N1CCN(c2ccccc2F)CC1 (stereo unspecified),-1,3,0.8,-9,-1,-2,-4,-6,-4,9
COc1ccccc1C(=O)NCCC(=O)NCCCSc1ccccc1,1,-3,-1.0,1,6,1,-3,2,5,1
COCCn1c(Cc2ccccc2)nnc1SCC(=O)NC1CCCCC1,2,-3,-0.3,1,1,3,4,2,3,4
COc1ccc(NC(C)=O)cc1NC(=O)c1ccc(Cl)cc1,-4,0,0.6,10,6,1,4,-7,0,2
CC(=O)Nc1ccc(S(=O)(=O)N(C)CC(=O)NCCC2=CCCCC2)cc1,-2,-7,-0.7,-5,-1,-2,4,3,0,1
CCOC(=O)c1ccc(NC(=O)c2c(C)[nH]c(C(=O)OCC)c2C)cc1,-1,-5,-1.8,0,0,-11,-2,-19,-1,-5
O=S(=O)(c1ccccc1)N1CCC(O)(CSc2ccc(Cl)cc2)CC1,-5,-2,-0.6,-6,1,-15,15,-20,2,-1
Cc1nnc(SC(C)C(=O)NCC2CCCO2)s1 (stereo unspecified),-1,3,-1.3,-12,-5,-3,1,1,2,1
CC(=O)c1cccc(CN2CCN(C(C)C)C(CCO)C2)c1 (stereo unspecified),-4,1,-3.0,-2,-2,-3,9,-5,3,-4
Cc1cccc(C(C)C)c1NC(=O)COC(=O)c1cc2ccccc2oc1=O,-1,0,-0.5,-6,0,2,-10,-2,-5,5
CC(=O)c1ccc(-c2cnc3c(NC=O)cc(-c4cccc(C(=O)N(C)C)c4)cn23)cc1,-1,9,0.4,9,3,-3,3,.,-1,5
O=C(COC(=O)c1ccccc1)NC1CCCC1,10*,-4,-1.9,5,2,-4,-5,1,-2,1
Cc1ccnc(NC(=O)CCC(=O)N(CC(=O)NC2CCCCC2)C2CCCC2)c1,-3,0,1.8,10,-5,-2,1,-3,0,-1
C[C@H]1CN([C@@H](C)CO)C(=O)c2cc(Br)cnc2O[C@H]1CN(C)C(=O)Cc1ccccn1,-6,1,-1.1,-12,-1,1,8,5,3,2
CC1=Nc2ccc(Br)cc2C(c2ccccc2)N1CC(=O)O (stereo unspecified),3,-2,-0.5,1,2,3,1,1,-3,-1
CCOC(=O)CSc1nc(C)c2cc(C)c(C)cc2n1,2,-5,0.8,-11,-1,3,9,-4,2,-7
COc1ccccc1NC(=O)Nc1cc(C(C)(C)C)nn1C,1,-6,-1.1,3,0,0,10,-1,0,-4
CCc1c(C(=O)NNC(=S)NCC2CCCO2)csc1C (stereo unspecified),0,6,2.6,9,-4,6,-6,2,3,2
COc1ccc(CN2CCNC(=O)C2CC(=O)N(C)CCc2cnn(C)c2)c(F)c1 (stereo unspecified),0,2,-2.9,-4,4,4,-3,-9,1,3
Cc1ccc(S(=O)(=O)N2CCC(C(=O)Nc3ccccc3N3CCCCC3)CC2)cc1,0,-1,-1.6,-7,5,2,9,2,-17,-6
O=C1CC(c2ccc(F)cc2)Sc2nc(C34CC5CC(CC(C5)C3)C4)nn21 (stereo unspecified),0,4,0.5,-8,3,2,2,-1,-6,-5
O=c1c2ccccc2ccc2ccccc12,-3,-1,-0.7,3,-5,0,2,-4,-1,-1
COc1ccc(Cl)cc1NC(=O)NCC1CCN(Cc2cc(C)ccc2C)CC1,-4,-1,-1.2,4,2,-1,-3,-3,-25,-5
Cc1cc(C(=O)COc2nncc3ccccc23)c(C)n1C,0,0,-2.4,8,-2,0,-2,3,1,-10
COc1cc(SC)ccc1C(=O)OCC(=O)NC(=O)NC(C)C,-1,-5,3.4,3,-5,2,9,21,4,1
CCONc1ncnc2nonc12,-1,3,-1.2,-6,-6,0,2,-5,3,3
CSc1sc(C(=O)NNC(C)=O)c2c1C1(CCC2)SCCS1,2,1,-1.3,2,-3,4,5,-9,3,-8
O=c1[nH]c(CN(CCO)CCO)nc2c1C1(CCCCC1)Cc1ccccc1-2,-2,-1,-2.0,4,3,9,6,-10,-5,8
S=C1N(c2ccccc2)CN(C2CCCCC2)CN1c1ccccc1,-2,-4,-2.8,8,-7,0,3,3,-5,-1
COc1ccc(-c2ccc3nncn3c2)cn1,0,2,-0.7,9,9,-2,5,.,-2,-6
COc1ccccc1NS(=O)(=O)c1cccc(NC(=O)c2cc3ccccc3oc2=O)c1,8.1*,5,-0.4,-5,2,-6,1,-2,-7,7
Cc1ccc(CNC(=O)c2ccc3c(=O)n(CC4CCCO4)c(=S)[nH]c3c2)cc1 (stereo unspecified),-2,0,-0.4,6,3,-3,-6,-3,-3,5
Cc1ccccc1OCCCC(=O)Nc1ccc(S(=O)(=O)Nc2onc(C)c2C)cc1,-3,52*,-4.6,6,-8,-9,14,3,0,0
COc1ccc(N2CCN(CC(=O)Nc3ccc(SC(F)F)cc3)CC2)cc1,-4,-6,-1.4,7,5,-1,-2,0,-1,0
COc1ccc(-c2cc(-c3nnc(COC(=O)c4ccncc4)o3)c3ccccc3n2)cc1OC,0,13,1.2,14,-4,-5,0,-16,4,2
CCOC(=O)[C@]12CCC=C1N(Cc1ccc3c(c1)OCO3)C(=O)[C@H](CC(=O)N1CCCC1)C2,-3,1,0.6,-3,-6,0,10,.,2,1
COc1cc(CNCc2ccc(OC)c3ccccc23)cc(OC)c1OC,-3,-7,-1.2,0,4,9,2,3,-20,-13
Oc1c(Br)cc(Br)cc1CNc1ccc(F)cc1,-4,18,-1.3,2,-4,-17,8,9,-1,-4
O=C(Nc1cnn(C23CC4CC(CC(C4)C2)C3)c1)c1cnn2cccnc12,6,-7,-0.4,-10,-5,-2,-8,0,-1,-10
COc1cccc(CNC(=O)C2CCCN(C(=O)c3ccc(Cl)cc3)C2)c1 (stereo unspecified),-3,-1,-1.1,-11,3,-6,-3,4,-4,4
Cn1c(SCC(=O)N2CCCc3ccccc32)nc2cccnc21,-8,-4,-1.5,-15,-4,-8,-4,2,1,2
COc1cc(Cn2c(N)c(C#N)c3nc4ccccc4nc32)cc(OC)c1,1,11,-1.1,-2,2,-9,0,-23,-41,-23

# Ordered by value in ABHD4 inh (smallest number first): five of the compounds above.
molecule	ABHD4 inh
Cn1c(SCC(=O)N2CCCc3ccccc32)nc2cccnc21	-8
Cc1ccc(CNC(=O)c2ccc3c(=O)n(CC4CCCO4)c(=S)[nH]c3c2)cc1 (stereo unspecified)	-3
COc1ccc(-c2ccc3nncn3c2)cn1	-2
Cc1cc(C(=O)COc2nncc3ccccc23)c(C)n1C	0
O=c1[nH]c(CN(CCO)CCO)nc2c1C1(CCCCC1)Cc1ccccc1-2	9

# The list continues:
SMILES,SMARCA2 act,rCAG binder,PG9 Ab binder,ASAP1 inh,Rev-erbA mod,ABHD4 inh,ARFGAP1 inhibitor,HTRA1 inh,GC-A act,NPR2 activator
CCOC(=O)N1CCN(C(=O)c2cc(COc3ccc(OC)cc3Cl)on2)CC1,4,-5,-1.4,19,-5,9,4,-4,2,0
CCCCCCc1ccc(-c2ncc(N)cn2)cc1,1,6,-0.3,1,-2,-8,16,4,-9,-5
O=C(COc1ccc(F)cc1Br)NCc1nnc2ccccn12,3,1,-0.6,-11,1,-4,2,5,-4,-6
CCOC(=O)Cc1c(C)nc2c(-c3ccccc3)cnn2c1C,2,-4,-0.6,-4,6,-4,-4,-6,19,-6
N#Cc1c(-n2cccc2)cccc1-n1cccc1,-2,-3,0.7,0,-1,-1,1,-2,3,-3
CC(C)CCOc1ccc(C(=O)NCC(c2cccs2)N2CCOCC2)cc1 (stereo unspecified),0,-10,0.9,-8,-3,1,-15,-4,1,-4
Nc1ncnc2nc(SCCOc3ccc(Cl)cc3)[nH]c12,-3,3,-1.3,-11,-5,-6,-1,1,0,-6
N=C1C(c2ccccc2)=C(O)CN1c1cccc(S(=O)(=O)N2CCCCC2)c1,-1,1,-0.5,-12,2,-2,-1,1,-5,-3
CCC(CC)C(=O)N1N=C(c2ccc(NS(C)(=O)=O)cc2)CC1c1ccc(C)cc1 (stereo unspecified),-3,2,-0.5,16,1,-10,-1,-20,-20,-17
NC(=O)c1c(N)[nH]c(C(=O)c2ccccc2)c1-c1ccncc1,-4,1,-1.0,-1,-1,-14,3,.,-4,-2

# Quoted from the listing:
# `COc1ccc(-c2ccc3nncn3c2)cn1` in GC-A act: -2
# `CCCCN(CCCC)S(=O)(=O)c1c(C)[nH]c(=O)[nH]c1=O` in GC-A act: -3

# An unsorted share of the library; about 4.4% have a hit in one of these screens.
